Arr AP2 block: inhibitors of human beta-arrestin and AP2 interaction. hit rate 0.31% among 340,000. inhibition, % at 10 µM. AID 504490. FITC-arrestin peptide / GST-AP2 beads, flow cytometry; AP2 beta2 appendage carries R879A mutation;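 active means inhibition above a set limit, near 3 SD of compounds lacking own fluorescence, cut at about 54% in these data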;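 further: plate controls were DMSO wells for no effect and 5 µM unlabelled arrestin peptide for full effect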
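Material – AP2 appendage R879A on GSH beads · Buffer or medium – PBS with 0.05% Tween 20 and 0.1% BSA · Probe or stimulus – fluorescein-tagged arrestin peptide at 50 nM final · Incubation – compound with beads 12 min RT, then probe 1 h RT · Detection – high-throughput flow cytometry of beads, ex 488, em 535 nm · Evaluation – percent response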
DAGLB inh: blocks human DAGLB lipase activity; Q8NCG7; HEK293T DAGLB membrane lysate, EnzChek fluorogenic substrate; inhibition, % at 5.17 µM; hit rate 0.059% among 340,000; AID 504411; in the data active means inhibition above about 34%;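 further: 0% = enzyme with vehicle and 100% = wells lacking enzyme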
Target sequence (Q8NCG7 whole entry, looked up): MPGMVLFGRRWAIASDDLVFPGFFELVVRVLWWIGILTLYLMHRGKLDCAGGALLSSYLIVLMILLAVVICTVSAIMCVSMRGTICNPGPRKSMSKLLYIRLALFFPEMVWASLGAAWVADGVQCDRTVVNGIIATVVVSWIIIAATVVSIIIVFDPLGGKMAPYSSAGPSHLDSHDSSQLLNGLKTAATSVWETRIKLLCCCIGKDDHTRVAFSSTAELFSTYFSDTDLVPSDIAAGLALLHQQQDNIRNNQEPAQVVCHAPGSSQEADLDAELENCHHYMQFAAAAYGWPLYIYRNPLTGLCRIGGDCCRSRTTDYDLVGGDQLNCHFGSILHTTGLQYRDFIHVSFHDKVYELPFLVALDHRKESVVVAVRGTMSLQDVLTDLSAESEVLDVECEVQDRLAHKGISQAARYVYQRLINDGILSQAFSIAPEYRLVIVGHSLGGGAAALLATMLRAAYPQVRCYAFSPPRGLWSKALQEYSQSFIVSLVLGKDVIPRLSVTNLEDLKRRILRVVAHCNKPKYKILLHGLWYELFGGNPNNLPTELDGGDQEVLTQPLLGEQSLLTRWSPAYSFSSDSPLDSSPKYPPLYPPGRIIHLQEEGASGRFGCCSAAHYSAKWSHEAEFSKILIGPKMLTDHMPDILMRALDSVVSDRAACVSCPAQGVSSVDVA
C-LANA FP: inhibitors of KSHV LANA C-terminal domain DNA binding; MBP-C-LANA/FAM-LBS DNA binding, fluorescence polarization; inhibition, % at 9 µM; hit rate 0.078% among 340,000;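 active means highest replicate inhibition at or above 60% at 9 µM, even if other replicates fall short; inactive means all replicates below 60% inhibition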;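 further: 0% = neutral control wells and 100% = 4 µM acridine orange control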
Cardiac RTF inh: cardiac RTF calcium desensitization | P19429+P45379 | IANBD-labeled cardiac RTF, Ca2+ fluorescence | inhibition, % at 7.15 µM | hit rate 0.12% among 340,000 | AID 493244;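 active means inhibition above the mean inhibition of all tested compounds plus 3 SD, cut at about 17% in these data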;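 further: assay run at fixed EC70 calcium of 1.6 mM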
SR-BI DiI-HDL act: activators of SR-BI mediated HDL lipid uptake. CHO ldlA[mSR-BI] cells, DiI-HDL uptake fluorescence, 3 h; 100 = double the neutral-control signal. hit rate 0.096% among 320,000. activation, % at 12.5 µM. AID 504775;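 active means mean replicate activation of at least 60% and every replicate at or above 60%; inconclusive means mean or all-replicate condition met, but not both; inactive means mean below 60% and not all replicates reaching 60%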;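 further: 0% = median plate neutral-control signal and 100% = twice that signal; values of inactives mirror those of a sister screen read the other way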
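System: CHO ldlA[mSR-BI] cells / Medium: HEPES-buffered (25 mM, pH 7.4) F12 plus 0.5% BSA / Probe or stimulus: labelled HDL, 10 µg/mL / Doses: single compound concentration, delivered by pin transfer / Schedule: 3 h, 37 °C / Measured by: DiI fluorescence, bottom read / Measure: cell-associated DiI fluorescence as measure of HDL uptake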
NSD2 HMT inh: NSD2 (human) methyltransferase inhibition; O96028; NSD2 peptide methylation, AlphaScreen, 120 min; inhibition, % at 12.5 µM; hit rate 0.54% among 310,000; in the data active means inhibition above about 50%
Keap1-Nrf2 PPI: Keap1-Nrf2 (human) interaction inhibition; Q14145; Keap1 Kelch-Nrf2 peptide fluorescence polarization, 1536-well; inhibition, % at 9.4 µM; hit rate 0.15% among 340,000; AID 504523; in the data active means inhibition above about 12%; inconclusive means no clear call, values can overlap the other calls; inactive means below about 7.3%;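 further: human Keap1 Kelch domain with fluorescein labeled Nrf2 9mer peptide probe; 0% = neutral control wells and 100% = peptide positive control; higher means more block of Keap1 binding to Nrf2 peptide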
SR-BI DiI inh: blocks mouse SR-BI lipid uptake from DiI-HDL; Q61009; ldlA[mSR-BI] CHO cells, DiI-HDL uptake fluorescence, 3 h; inhibition, % at 12.5 µM; hit rate 0.96% among 320,000;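 active means mean replicate inhibition of at least 70% and a set share of replicates each scoring 70 or more; inconclusive means meets just one of the two criteria; inactive means fails both criteria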;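 further: 0% = median of neutral control wells and 100% = median of positive control wells; values of inactives mirror those of a sister screen read the other way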
PKA-R2B activ: activates the human PKA-R2B holoenzyme complex | P22694+P31323 | PKA-R2B holoenzyme dissociation, Cy5-IP20 fluorescence polarization; R2B truncated from residue 108, S112A mutant; 0% DMSO only, 100% 113 µM cGMP | activation, % at 11.4 µM | hit rate 0.079% among 340,000;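 active means activation above a cutoff set at the mean over all compounds plus 3 SD, cut at about 18% in these data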;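 further: higher means more holoenzyme dissociation and a rise in polarization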
PvdQ inh: P. aeruginosa PvdQ acylase inhibition; purified PvdQ acylase, fluorescence plate reader; inhibition, % at 10 µM; hit rate 0.063% among 340,000; in the data active means inhibition above about 30%, passing the limit was not always enough; inconclusive means no clear call, values can overlap the other calls;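 further: 0% = vehicle neutral wells and 100% = reference inhibitor wells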
Starred values were filed as active, the others as inactive; ? = inconclusive; nt = not tested or not shown.

Values run as follows: Arr AP2 block, DAGLB inh, C-LANA FP, Cardiac RTF inh, SR-BI DiI-HDL act, NSD2 HMT inh, Keap1-Nrf2 PPI, SR-BI DiI inh, PKA-R2B activ, PvdQ inh
#1 COc1cc(C(=O)NNC(=O)c2ccoc2C)cc(OC)c1OC
    0, -1, 2.6, -6, 1, -1, 4, -1, 1, 11
#2 O=C(N/N=C/c1cc(Cl)cc(Cl)c1O)c1ccncc1
    30, -1, 6.9, -33, -132, nt, -5, 132*, 1, 24
#3 Nc1nc(NC(=O)c2cccs2)nn1-c1ccccc1
    14, 0, -4.0, -11, 17, 1, 4, -17, -6, 1
#4 NC(=O)C1CCN(C(=O)c2ccc3c(c2)S(=O)(=O)c2ccccc2C3=O)CC1
    3, 1, 0.0, -5, nt, -6, -6, nt, 10, -12
#5 CC(=O)NS(=O)(=O)c1ccc(NC(=O)c2cc3c(=O)n4ccccc4nc3s2)cc1
    -4, -2, 0.0, -6, nt, 13, -5, nt, 3, -2
#6 CC1CCCN(Cc2c(O)ccc3c(=O)c(-c4ccc(Cl)cc4)coc23)C1 (centres undefined)
    -11, -1, 3.2, -2, -12, -3, -2, 12, -2, -19
#7 O=C(COc1ncnc2c(Cl)cc(Cl)cc12)NCCC1=CCCCC1
    -2, -3, 1.5, -21, 29, -1, -6, -29, -17, -8
#8 CCOC(=O)c1sc(NC(=O)CSc2ncn(-c3ccccc3)n2)nc1C
    16, -2, 0.3, 3, -20, 4, 4, 20, 0, -7
#9 COc1ccc(-c2cc(C)no2)cc1S(=O)(=O)N1CCOc2ccccc21
    5, -4, -2.2, 0, -2, 0, -10, 2, -7, -6
#10 Cc1ccc(CONC(=O)c2ccc(C)cc2)cc1
    46, -8, -1.1, -7, 16, 3, 5, -16, -3, 6
#11 COCc1ccc(C(=O)N(C)CC2CCCN(CCc3ccc(OC)cc3)C2)o1 (centres undefined)
    14, 4, -0.7, -1, 5, -3, -1, -5, 4, -5
#12 O=C(C[C@H]1C[C@H](C(=O)N2CCCCC2)[C@@]2(CCc3ccccc3)c3[nH]c4ccc(Cl)cc4c3CCN2C1=O)NCc1cccc(C(F)(F)F)c1
    -12, 0, -0.4, -8, 19, nt, -2, -19, -2, -13
#13 COc1ccc(C(=O)CN2C3=NCCCN3c3ccccc32)cc1OC
    5, 2, -3.8, 5, -9, -1, -4, 9, 2, 10
#14 COc1ccc(Cc2nnc(SCC(=O)NCCc3ccccc3)o2)cc1
    0, -1, -0.2, -4, 16, -6, 0, -16, -2, -16
#15 O=c1c2cc(N3CCOCC3)ccc2[nH]c(=S)n1CCc1ccccc1
    14, 3, -0.8, -27, -22, -2, -5, 22, -16, 8
#16 CCOCCCNCC(=O)Nc1ccccc1N1CCOCC1
    -4, -1, -0.2, -9, -5, -2, -4, 5, -5, -11
#17 Cc1noc(C)c1S(=O)(=O)N1CCN(S(=O)(=O)c2ccccc2C#N)CC1
    19, -1, 0.0, -7, nt, 107*, 5, nt, -9, -6
#18 CCN(CC)c1ccc([N+](=O)[O-])cc1C(=O)O
    1, 2, -0.1, -12, 20, 5, -7, -20, 0, -6
#19 COc1ccc(N2CCN(C(=S)Nc3ccccc3OC)CC2)cc1
    14, 1, 1.0, -11, 1, -3, 1, -1, -4, -8
#20 Nc1nonc1-c1nc2ccccc2[nH]1
    3, -2, -3.1, -5, 11, -4, -3, -11, -13, 10
#21 CCOC(=O)c1cc(CC)sc1N1C(=O)CC(Sc2ncccc2C(=O)O)C1=O (centres undefined)
    -6, 1, 0.9, 6, 9, -2, -5, -9, 4, -12
#22 Nc1cc(-c2cccc(F)c2)nn1S(=O)(=O)c1cccc2nsnc12
    5, 1, 0.0, -5, 1, nt, -3, -1, -3, -10
#23 CCS(=O)(=O)N1CCC(NC(=O)C(Cc2cc(OC)ccc2OC)NC(C)=O)CC1 (centres undefined)
    -1, 1, 13, 2, 34, -3, 2, -34, -15, -8
#24 Cc1ccc(N(CC(=O)NC2CCCC2)C(=O)CCC(=O)Nc2ccccn2)cc1
    2, -1, 0.9, -12, 12, nt, -3, -12, -4, -8
#25 CC1(C)Cc2ccccc2C(NNC(=O)c2ccccc2)=N1
    0, -2, -0.7, -18, 4, -1, 0, -4, 10, 5
#26 O=S(=O)(c1ccc(NC(=S)N2CCN(c3ccc(O)cc3)CC2)cc1)N1CCOCC1
    28, nt, -1.8, nt, -7, -2, 0, 7, nt, 4
#27 Cc1ccc(NC(=S)N(Cc2cccc(Br)c2)CC2CCC(C(=O)O)CC2)cc1 (centres undefined)
    37, 2, 0.9, -4, 12, 1, -1, -12, 2, 5
#28 CCCCCSc1nc(C)c(CC(=O)O)c(=O)[nH]1
    -10, -4, 0.1, -2, 16, 3, 2, -16, 3, -4
#29 COC(=O)c1scc(C)c1N/N=C(\C)c1ccc(F)cc1F
    -7, -10, -0.5, -1, -5, -1, -2, 5, -10, -10
#30 CC(C)C(=O)c1cn(CC(=O)O)c2ccccc12
    -3, 0, -0.7, -10, 23, 3, -1, -23, -5, 12
#31 CC1=C(c2ccccc2)[N+](=O)C2(CCCCC2)N1[O-]
    -5, -1, -0.1, 6, 14, -1, -4, -14, 0, -2
#32 C/C(N)=C(/C#N)C(=O)COC(=O)c1cc(-c2ccc(C)cc2)nc2ccccc12
    nt, 0, -0.2, -5, 34, -2, -3, -34, -3, -2
#33 CCOC(=O)N1CCC(NCc2c(C(=O)N(C)Cc3ccccc3)nc3ccccn23)CC1
    6, 1, -0.6, 3, 8, 1, -3, -8, -4, 9
#34 Cc1cc(N)n(-c2ccc3ccccc3c2)n1
    1, -3, 1.5, -13, 18, 1, -3, -18, 9, 11
#35 Cc1ccc(C(=O)N[C@H](C(=O)Nc2ccc(F)cc2)C(C)C)cc1
    -7, -1, -0.8, -1, -28, 14, -2, 28, -4, -8
#36 O=C(NCCc1ccccc1)c1ccc2nc3cc(Cl)ccc3c(=O)n2c1
    23, 2, -1.1, 4, 11, -2, 4, -11, -3, -5
#37 O=C(Nc1nnc(SCCN2CCOCC2)s1)C1CC(=O)N(c2ccccc2)C1 (centres undefined)
    -6, 1, -1.9, -2, 8, -1, -1, -8, 7, -17
#38 COc1ccc(Cl)cc1Nc1nc(NCCO)nc(N2CCCCC2)n1
    7, -4, -1.9, -12, -27, nt, 0, 27, -3, 3
#39 CC(=O)c1ccc(OCc2cc(C(=O)N(C)Cc3cc(C)no3)no2)cc1
    -1, 0, -0.6, 0, -4, -5, -7, 4, -3, -11
#40 O=c1nc2ccccc2c2n1CC(CN1CCN(C(c3ccccc3)c3ccccc3)CC1)N2 (centres undefined)
    -3, 0, 2.1, -9, 18, 3, 2, -18, 9, 4
#41 COc1ccc(NC(=O)CC2Sc3ncnn3C2=O)cc1 (centres undefined)
    -4, -1, -0.6, -3, 3, nt, -3, -3, -5, -17
#42 CC(C)(C)NC(=O)CN(C(=O)C(=O)Nc1ccc2c(c1)OCCO2)C1CC1
    6, 2, -0.5, -5, nt, -3, 0, nt, 8, -7
#43 Cc1ccc(N)c(C(=O)CCCCC(=O)O)c1
    18, 5, 1.2, -9, 23, -1, -1, -23, 3, -10
#44 Oc1ccc(Oc2ncc(Cl)cc2Cl)cc1
    3, -2, 0.2, -8, 5, -1, -4, 21, 1, -10
#45 CNC(=S)N/N=C/c1cc(C)n(-c2ccc(Cl)c(Cl)c2)c1C
    23, 1, -0.4, -6, -29, -2, -1, 29, -2, ?
#46 COc1ccc(N(C(=O)C(C)C)S(=O)(=O)c2cccc3cccnc23)cc1
    1, -1, 3.5, -7, 16, -1, -6, -16, 1, 8
#47 O=[N+]([O-])c1cccc(C(=Nc2ccccc2Cl)NO)c1
    -9, 0, 2.4, -3, -34, 7, -3, 34, -6, 0
#48 CCOc1ccc(NC(=O)C2CCC(CNc3c(N4CCCCC4)c(=O)c3=O)CC2)cc1 (centres undefined)
    0, 0, -0.4, 3, -20, 0, 3, 20, -4, -7
#49 COc1ccc(NC(=O)CN2C(=O)C(C)Oc3ccccc32)cc1 (centres undefined)
    -10, -1, 0.1, 4, 0, -2, -2, 0, -1, -6
#50 N#Cc1ccccc1CSCCNC(=O)Cc1c(F)cccc1Cl
    21, -2, -2.3, -1, -1, 0, 2, 1, 8, -1

Additional results.
Values run as follows: Arr AP2 block, DAGLB inh, C-LANA FP, Cardiac RTF inh, SR-BI DiI-HDL act, NSD2 HMT inh, Keap1-Nrf2 PPI, SR-BI DiI inh, PKA-R2B activ, PvdQ inh
#51 COc1ccc(CCN2C(=O)c3ccccc3C2(O)c2ncc[nH]2)cc1OC (centres undefined)
    -2, 1, -1.3, -1, 12, -6, 1, -12, -10, -7
#52 CC1(c2nnc(Cc3ccccc3)o2)CC(c2ccc([N+](=O)[O-])cc2)=NO1 (centres undefined)
    2, -1, 1.7, -20, 1, nt, -5, -1, -14, 12
#53 CCOc1ccc(NC(=O)CCSc2ccc3ccccc3n2)cc1
    14, -8, 0.8, 2, 17, -2, -3, -17, -8, 4
#54 CCN(Cc1ccccc1)C(c1ccc(C)cc1)c1nnnn1C(C)(C)C (centres undefined)
    -10, -3, -0.6, 4, 2, 17, 2, -2, -9, -10
#55 CN(C)c1cc(-c2cccc(C(F)(F)F)c2)oc(=O)c1Cl
    -3, -2, -2.3, -8, -13, -2, -4, 13, 2, -4
#56 O=C(O)c1ccc(-c2nnn(Cc3cccc(C(F)(F)F)c3)n2)cc1
    -13, 4, -2.5, -11, 19, 0, -3, -19, 1, -13
#57 O=C(CN1C(=O)NC2(CCCC2)C1=O)N1CCN(S(=O)(=O)c2cccc(F)c2)CC1
    -7, -2, 0.2, 2, 11, -5, -1, -11, 4, -6

Source: PubChem
